Cycloheximide cs: counter-screen for Shiga toxin inhibitors: cycloheximide protein synthesis inhibition | cell reporter, cycloheximide protein synthesis inhibition counterscreen | 12% of 300,000 active | max response, % | AID 2314; in the data active means max response mostly above about 13%, no sharp cut-off; inactive means mostly below about 14%; further: read at 38.3 µM for the half of the compounds with a filed dose; 0% is about no effect
Shiga toxin inh: blocks Shiga toxin action in Vero cells. 9.2% of 290,000 active. Vero cells, Shiga toxin protein synthesis inhibition reporter. AID 2315. inhibition, % at 38.7 µM; in the data active means inhibition mostly above about 28%, no sharp cut-off; inactive means mostly below about 43%; further: 0% is about no effect
Pf growth 48h: P. falciparum growth inhibition at 48 hours (one generation); P. falciparum luciferase growth in erythrocytes, 48 h; Potency, µM (series often up to 28.7 µM), for the others: at the highest dose activity change, negative = inhibition, most hits filed as inhibitors; 5.9% of 310,000 active; further: potency means the concentration at half of the fitted maximal effect; on the % scale 0 is the no-effect control and ±100 the full control effect
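Compounds are pin-transferred into medium, infected erythrocytes (2% hematocrit, 0.1% parasitemia final) are added, and plates sit one parasite generation at 37 C in 5% CO2. Detection reagent is then added and luminescence measured.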
AmpC inh no detg: blocks E. coli AmpC beta-lactamase in detergent-free assay | Potency, µM (doses to about 57.1 µM), inactives show at the highest dose activity change, negative = inhibition, usual class: inhibitors | AmpC nitrocefin hydrolysis, absorbance 480 nm, 0.0001% Triton | P00811 | 0.52% of 330,000 active;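 further: potency means the concentration at half of the fitted maximal effect; plate controls were no compound for no effect and no enzyme for full effect; nearly all actives have a fitted effect of over 20% in size; some results filed as inactive show a strong effect at the top dose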
Target sequence (P00811 whole entry, looked up): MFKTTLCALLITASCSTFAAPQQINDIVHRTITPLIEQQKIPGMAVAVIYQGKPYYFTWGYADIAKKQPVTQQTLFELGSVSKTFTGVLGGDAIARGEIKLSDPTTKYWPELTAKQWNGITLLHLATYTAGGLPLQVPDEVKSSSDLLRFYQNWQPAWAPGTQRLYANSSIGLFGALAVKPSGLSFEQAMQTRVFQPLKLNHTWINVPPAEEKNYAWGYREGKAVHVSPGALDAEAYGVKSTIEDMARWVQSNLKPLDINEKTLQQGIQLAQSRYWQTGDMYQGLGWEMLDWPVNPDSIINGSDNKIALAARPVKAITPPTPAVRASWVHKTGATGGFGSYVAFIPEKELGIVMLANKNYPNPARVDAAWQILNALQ
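20 mM phosphate pH 7.0 + 0.01% (detergent screen) or 0.0001% Triton X-100; 5.3 nM AmpC reagent; cpd preinc 15 min RT; nitrocefin (800 uM stock) to start; A480 q20 s × 4 min; Activity was normalised to no-enzyme and no-compound control wells.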
Pf growth 96h: inhibits malaria parasite growth, 96 h | P. falciparum luciferase reporter growth, 96 h | Potency, µM (doses to about 28.7 µM), for the others: at the highest dose activity change, negative = inhibition, hits mostly inhibitors | 6.9% of 320,000 active | AID 504834; further: potency means the concentration at half of the fitted maximal effect; on the % scale 0 is the no-effect control and ±100 the full control effect
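Two parasite generations (96 h, 37 C, 5% CO2) of compound exposure in infected erythrocytes (0.05% parasitemia, 2% hematocrit). Luciferase-reporter P. falciparum; decreased luminescence indicates inhibited growth, aimed at apicoplast-acting delayed death.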
LmPK inh: inhibitors of Leishmania mexicana pyruvate kinase | 0.37% of 290,000 active | purified LmPK, Kinase-Glo ATP luminescence, 1 h | Potency, µM (doses to about 57.5 µM), for inactives: at the top dose activity change, negative = inhibition, hits mostly inhibitors; further: potency means the concentration at half of the fitted maximal effect; on the % scale 0 is the no-effect control and ±100 the full control effect
Target sequence (Q27686 whole entry, looked up): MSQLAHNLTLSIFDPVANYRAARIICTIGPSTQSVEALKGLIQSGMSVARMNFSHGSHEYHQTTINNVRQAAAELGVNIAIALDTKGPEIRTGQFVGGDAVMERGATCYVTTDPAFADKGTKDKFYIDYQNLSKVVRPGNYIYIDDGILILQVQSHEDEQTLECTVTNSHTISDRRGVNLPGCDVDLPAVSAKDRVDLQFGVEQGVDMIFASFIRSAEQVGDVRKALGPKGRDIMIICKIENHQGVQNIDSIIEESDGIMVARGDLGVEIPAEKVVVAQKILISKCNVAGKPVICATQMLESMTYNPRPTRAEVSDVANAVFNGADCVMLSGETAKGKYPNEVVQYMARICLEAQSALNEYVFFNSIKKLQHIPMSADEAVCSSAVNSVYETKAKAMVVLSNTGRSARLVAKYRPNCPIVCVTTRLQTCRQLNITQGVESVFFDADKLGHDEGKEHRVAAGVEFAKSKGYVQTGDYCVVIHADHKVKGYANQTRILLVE
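0.1 nM LmPK, 0.5 mM PEP, 0.1 mM ADP; 50 mM imidazole pH 7.2, 7 mM MgCl2, 50 mM KCl; 1 h RT. Kinase-Glo luminescence readout, normalized to no-enzyme (full inhibition) and uninhibited wells.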
TbPYK inhibitor: inhibitors of Trypanosoma brucei pyruvate kinase; AID 624173; 0.12% of 410,000 active; Potency, µM (titrated, usually from 76.8 µM), without a hit: at the highest dose activity, negative = inhibition, hits mostly inhibitors; Q57TT1; TbPYK enzyme, Kinase-Glo Plus ATP luminescence, 45 min; further: potency means the concentration at half of the fitted maximal effect; on the % scale 0 is the no-effect control and ±100 the full control effect; nearly all actives have a fitted effect of over 50% in size
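Luminescence from Kinase-Glo Plus, added after a 45-minute room-temperature reaction, served as the end-point read-out. The enzyme and substrate were preincubated with compound before ADP (130 uM final) initiated turnover. Concentration-effect curves came from normalized qHTS data.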
Active calls of the source: *; ? = inconclusive; . = no result given; & = joins results of further samples; [ ] = another dose, or the depositor's remark. Unless noted, the call rests on the fitted dose curve; in most records, active means well fitted curve in the direction sought with a large enough effect; inconclusive means small, poorly fitted or top-dose-only effect, or another doubt; inactive means no such curve, though single readings can be large; an effect the other way counts as inactive or inconclusive.

SMILES	Cycloheximide cs	Shiga toxin inh	Pf growth 48h	AmpC inh no detg	Pf growth 96h	LmPK inh	TbPYK inhibitor
CCOC(=O)c1ccc(-c2n[nH]c(=O)c3ccccc23)cc1	-2	-22	50%[activator]	-19%	.	2%	-3%
O=C(COC(=O)c1cccc2ccccc12)NCCCc1ccccc1	2	-4	12%	-12%	36%[activator]	-1%	9%
COc1ccc(C(F)(F)F)cc1NC(=O)c1nc2nc(C)cc(C(F)F)n2n1	-3	9	3.7µM*	-9%	?	3%	-24%
COc1ccc(/C=N/NC(=O)C2COc3ccccc3O2)cc1OC (stereo not drawn)	3	33	7%	-40%	-16%	-13%	-7%
CCN(Cc1nc2ccccc2c(=O)[nH]1)C(=O)c1ccc(C)c(NC(=O)c2ccco2)c1	.	.	-29%	-20%	13µM*	.	6%
COc1cccc(C(=O)NC2CC3CCC(C2)N3Cc2ccccc2)c1 (stereo not drawn)	-2	-3	-2%	-17%	-5%	-1%	7%
COc1cc(CN2CCN(Cc3ccc(C)cc3)C(CCO)C2)ccc1O (stereo not drawn)	-3	-3	3%	-9%	?	4%	0%
CC(C)(C)OC(=O)N/N=C\c1ccc([N+](=O)[O-])s1	58*	81*	?	-24%	7%	6%	1%
Cc1ccc(C(=O)O/N=C/c2c(C(F)(F)F)nn(C)c2Sc2ccc(Cl)cc2)cc1	-5	-8	-16%	-22%	.	4%	-5%
CCCCCc1nnc(NC(=O)C(=O)OCC)s1	1	30	13%	-19%	104%[activator]	-3%	5%
COc1cc(OC)c([N+](=O)[O-])cc1/C=N/NC(=O)c1ccncc1	15	56	13%	-19%	8%	-4%	18%
O=C(NCc1ccccn1)c1nc(-c2cccs2)no1	-1	43	-5%[5.75 µM]	0%	26%[5.75 µM]	2%	-4%
Cc1nc2ccccn2c1C(=O)c1ccccc1	9	-14	-1%	-16%	.	0%	5%
COc1ccc(NS(=O)(=O)Cc2ccccc2)cc1OC	-3	-3	7%	-33%	.	6%	3%
C/C(=C\c1ccccc1)CN1CCN(Cc2ccc(C)o2)C(CCO)C1 (stereo not drawn)	3	-9	?	50%	2.1µM*	10%	1%
Cc1cc(=O)oc(C)c1C(=O)N1CCCCC1	-4	2	?	-22%	-1%	-2%	-7%
O=C(Nc1ccc(C(=O)N2CCC(N3CCOCC3)CC2)cc1)c1ccc(Br)o1	.	.	30%[activator]	-3%	0%	.	-3%
Cc1cc(C)c(C)c(/C=C(/C#N)C(N)=S)c1C	-2	4	?	-22%	-3%	-2%	4%
CC(=O)Nc1ccc(NC(=O)[C@H](C)NC(=O)c2ccco2)cc1	3	-3	11%	-9%	1%	-2%	1%
O=C(CNS(=O)(=O)c1ccccc1)Nc1ccccc1Br	-1	-22	2%	0%	-30%	-6%	-6%
Cc1ccc(-n2cc3ccc([N+](=O)[O-])cc3n2)cc1	47*	57*	275%[activator]	-15%	309%[activator]	-14%	2%
COc1c(Cl)cc(Cl)cc1C(=O)Nc1ccc(CN2CCOCC2)cc1	3	-1	21%	-10%	57%[activator]	-3%	3%
N#CCCn1c(SCC(=O)NCC2CCCO2)nc2ccccc21 (stereo not drawn)	-1	-15	-10%	-7%	?	1%	5%
O=C1CN(S(=O)(=O)c2ccccc2C(F)(F)F)CCN1	-4	-7	-3%	-18%	-4%	2%	-4%
COc1ccc(N)c2c1OCCC2=O	-2	-2	23%	-15%	15%	1%	-9%

Next section:
SMILES	Cycloheximide cs	Shiga toxin inh	Pf growth 48h	AmpC inh no detg	Pf growth 96h	LmPK inh	TbPYK inhibitor
CC(C)NC(C)C	.	.	-2%	.	29%	.	-2%
CCOC(=O)c1ccc(NC(=O)CSc2nnc(CNC(=O)c3c(F)cccc3Cl)o2)cc1	-3	10	0%	.	?	-1%	5%
COc1ccccc1N1CCN(S(=O)(=O)c2ccc(Br)s2)CC1	1	-13	.	-27%	-17%	6%	-16%
COc1ccc(Cl)cc1NC(=O)CCN1CCN(Cc2ccccc2)CC1	-3	-13	?	158%[activator]	?	8%	0%
COc1ccc(C2N(S(=O)(=O)c3ccc(C)cc3)CCN2S(=O)(=O)c2ccc(C)cc2)cc1	1	-18	.	1%	?	1%	.
O=C(NN1CCOCC1)c1sc2cccc(F)c2c1Cl	15	-12	3%	-32%	14%	1%	-3%
O=S1(=O)CCO[C@H]2Cc3ccccc3[C@H]2N1Cc1ccc(F)cc1	1	-10	13%	10%	58%[activator]	-3%	3%
COc1ccc2c(-c3ccccc3)cc(SCC(=O)NC3CCS(=O)(=O)C3)nc2c1 (stereo not drawn)	-5	-12	0%	230%[activator]	173%[activator]	1%	-4%
CCc1ccc(C(=O)/C=C/Nc2ccc(S(=O)(=O)Nc3cnc4ccccc4n3)cc2)cc1	14	-3	-11%	-22%	-6%	0%	6%&2%
Cc1ccc(-n2c(N)c(C(=O)N3CCOCC3)sc2=S)c(C)c1	-2	18	30%[activator]	2%	84%[activator]	-1%	-21%
O=C(c1cccc(F)c1)N1CCC(N2CCOCC2)CC1	3	21	.	-7%	?	8%	-23%
CC(C)CN(C(=O)C1COc2ccccc2O1)c1c(N)n(CC(C)C)c(=O)[nH]c1=O (stereo not drawn)	.	.	-11%	-9%	-23%	.	0%
Fc1ccc(C(c2nnnn2CCc2ccccc2)N2CCCc3ccccc32)cc1 (stereo not drawn)	5	13	?	.	?	0%	3%
COc1ccccc1N1C(=O)CC(Nc2ccc(N3CCOCC3)cc2)C1=O (stereo not drawn)	-3	-5	?	1%	.	2%	-13%
Clc1ccc(-c2noc(CN3CCOCC3)n2)cc1	57*	68*	402%[activator]	50%	50%[activator]	3%	-9%
CNS(=O)(=O)c1cc(NC(=O)c2cccc3cccnc23)ccc1C	5	23	-12%	-27%	-27%	-12%	3%
CCn1c(COc2ccccc2C)nnc1SCC(=O)NC1CCCC1	2	-2	14%	23%	-3%	-3%	-7%
CCOCCCNC(=O)C1CCN(C(=O)N(C)C)CC1	-2	-9	14%	-7%	0%	-4%	1%
Cc1ccc(Sc2ncccc2/C=N/O)cc1	14	35	52%[activator]	-17%	66%[1.15 µM]	0%	0%
O=C(CCC(=O)N1CCC2(CC1)OCCO2)Nc1nnc(C2CCCCC2)s1	-1	33	-15%	43%	16%	-1%	1%
COc1ccc(C)cc1NC(=O)C(OC(=O)c1cnc(C)cn1)c1ccccc1 (stereo not drawn)	.	.	24%	37%	0%	.	0%
Cc1nc2nc(COc3ccccc3)[nH]n2c(=O)c1C	-2	-14	4%	-28%	.	-8%	8%
COc1ccccc1-n1c(SCC(=O)N2CCOCC2)nc2ccccc2c1=O	-3	-3	21%	-2%	1%	0%	1%
COc1cc(C(=O)NC(c2ccccc2)c2ccccc2)cc(Cl)c1OC	-3	-9	19%	-15%	0%	5%	-4%
CCCn1c(C(C)Nc2nc(-c3cccc(Br)c3)cs2)nc2ccccc21 (stereo not drawn)	2	-1	-10%	-37%	?	-5%	-9%

The results go on:
SMILES	Cycloheximide cs	Shiga toxin inh	Pf growth 48h	AmpC inh no detg	Pf growth 96h	LmPK inh	TbPYK inhibitor
CC(C)NC(=O)/C(C#N)=C/c1ccc2c(c1)OCCO2	22*	85*	-4%	-16%	13%	-5%	2%
Cc1ccnc(NC(=O)CNC(=O)c2cccs2)c1	.	.	13%	-2%	31%[activator]	.	2%
Cc1cc2c(cc(C(=O)OCC(=O)NCc3ccco3)n2C)s1	15*	44	34%[activator]	-32%	-9%	4%	2%
CCN1C(=O)/C(=C/c2ccc3c(c2)CCN3CCCCl)C(=O)NC1=S	0	8	-1%	-37%	0%	-22%	?
CC(C)n1ncc(N2CCOCC2)c(Cl)c1=O	14*	8	39%[activator]	-2%	66%[activator]	4%	7%
O=C(CN1C(=O)NC2(CCCc3ccccc32)C1=O)Nc1ccccc1OC(F)F (stereo not drawn)	.	.	-19%	-9%	?	.	-7%
Cc1ccc(NC(=O)NCc2cccnc2)cc1	19*	22	32%[activator]	-11%	-6%	2%	5%
C[C@]12CCC3C(CC[C@H]4CC(O)CC[C@]34C)C1CC/C2=N/NC(=O)c1ccncc1 (stereo partly drawn)	-3	-1	-1%	0%	-16%	-14%	-1%
CC(C)CNC(=O)c1c(N)n(Cc2ccc3c(c2)OCO3)c2nc3ccccc3nc12	-7	-8	6.6µM*	-4%	.	8%	8%
Cc1cc(OCC(=O)NCCc2ccc(Cl)cc2)c2c(C)cc(=O)oc2c1	10	-6	37%[activator]	-12%	4%	8%	4%
Cc1ccc2nc(C)c(Cl)c(=O)n2c1	-2	-6	.	-5%	12%	-1%	1%
Clc1ccc(COn2c(-c3ccccc3)nc3ccccc32)cc1	1	22	?	-19%	?	4%	-4%
Cc1[nH]n(-c2cccc3ccccc23)c(=O)c1C=Nc1ccc2[nH]c(=O)[nH]c2c1	-2	-25	33%[activator]	-19%	4%	9%	-1%
CCOC(=O)C1=C(O)/C(=C\c2ccc(O)c(OCC)c2)N=C1C	8	30	7%	-8%	9%	-3%	-5%
Cc1nnc(SCC(=O)NC2CCCCC2C)s1 (stereo not drawn)	-2	14	11%	-14%	?	1%	3%
COc1ccc(CC(=O)Oc2ccc(C)cc2C)cc1	-1	13	-1%	-30%	28%	-3%	2%
O=C(NCCCN1CCCC1=O)c1cc(S(=O)(=O)N2CCOCC2)c(Cl)cc1Cl	.	.	?	-7%	-24%	.	0%
CC(=O)Nc1ccc2c(c1)nc(CCN1CCN(c3ccccn3)CC1)n2C	-3	15	42%[activator]	-12%	26%	0%	3%
CC(C)CN(C(=O)c1cccc([N+](=O)[O-])c1)c1c(N)n(CC(C)C)c(=O)[nH]c1=O	-3	33	-3%	-9%	2%	2%	1%
COc1ccc2nc(NC(=O)Nc3ccccc3OC)sc2c1	49*	102*	-26%	-15%	-64%	1%	-2%
CCCc1nn(C)c(C(=O)Nc2ccc(C(C)(C)C)cc2)c1Cl	-1	5	-25%	18%	?	5%	7%
Cc1cc(C)c2oc(C(=O)N(Cc3ccc(F)cc3)C3CCS(=O)(=O)C3)cc(=O)c2c1 (stereo not drawn)	-4	10	?	140%[activator]	-7%	5%	11%&-1%

3 of these compounds in another layout.
CC(C)NC(=O)/C(C#N)=C/c1ccc2c(c1)OCCO2
  Cycloheximide cs: 22*
  Shiga toxin inh: 85*
  Pf growth 48h: -4%
  AmpC inh no detg: -16%
  Pf growth 96h: 13%
  LmPK inh: -5%
  TbPYK inhibitor: 2%

O=C(CN1C(=O)NC2(CCCc3ccccc32)C1=O)Nc1ccccc1OC(F)F (stereo not drawn)
  Cycloheximide cs: .
  Shiga toxin inh: .
  Pf growth 48h: -19%
  AmpC inh no detg: -9%
  Pf growth 96h: ?
  LmPK inh: .
  TbPYK inhibitor: -7%

Cc1[nH]n(-c2cccc3ccccc23)c(=O)c1C=Nc1ccc2[nH]c(=O)[nH]c2c1
  Cycloheximide cs: -2
  Shiga toxin inh: -25
  Pf growth 48h: 33%[activator]
  AmpC inh no detg: -19%
  Pf growth 96h: 4%
  LmPK inh: 9%
  TbPYK inhibitor: -1%

Compound activity from PubChem BioAssay.
